Compound activity from PubChem.
Rab9 promoter act = activators of Rab9 promoter | Huh7 Rab9 promoter-luciferase reporter, luminescence, 24 h | Potency, µM (doses to about 9.22 µM), for inactives: top-dose activation, negative = inhibition, most hits filed as activators | 2.8% of 320,000 active | AID 485297; also: % of control where 0% means no effect; nearly all actives have a fitted effect of over 60% in size
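Rab9 promoter-driven luciferase in stably transfected Huh7 cells; 1500 cells/well rested 2 h, exposed to compound in DMSO for 24 h at 37 °C, 5% CO2. Luminescence read 10 min after adding luciferase reagent at ambient temperature.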
RORgamma inh = blocks mouse ROR gamma transcriptional activity; P51450; Drosophila S2 Gal4-RORgamma UAS-luciferase reporter, 20 h; Potency, µM (top dose mostly 53.6 µM), for inactives: top-dose activity change, negative = inhibition, hits mostly inhibitors; 5.4% of 310,000 active; AID 2551; also: % is scaled to controls: 0 for no effect and ±100 for the full control effect; nearly all actives have a fitted effect of over 60% in size
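Compounds are pin-transferred onto Drosophila Schneider cells expressing a copper-inducible Gal4–ROR gamma transactivation domain fusion. After 1 hr, copper sulfate is added to 700 uM final; luciferase is read 20 hr later.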
uPA generation = cell surface uPA generation inhibition; 0.31% of 330,000 active; cell surface uPA generation assay, qHTS; AID 540303; Potency, µM (top dose mostly 38.3 µM), without a hit: at the highest dose activity change, negative = inhibition, most hits filed as inhibitors; active = well fitted inhibition curve with a large enough effect; inconclusive = small, poorly fitted or top-dose-only effect; inactive = no such curve, though single readings can be large or run the other way; tested in mouse RAW 264.7 cells; also: % is scaled to controls: 0 for no effect and ±100 for the full control effect; nearly all actives have a fitted effect of over 55% in size
MBNL1-CUG inh = inhibitors of human MBNL1 binding to CUG repeat RNA; TR-FRET MBNL1-His/biotin-(CUG)12 binding, 665/545 ratio; AID 2675; 0.036% of 280,000 active; Q9NR56; Potency, µM (series often up to 57.5 µM), inactives show at the top dose activity change, negative = inhibition, actives largely listed as inhibitors; active = well fitted inhibition curve with a large enough effect in the signal ratio, with a control signal flat, not every such curve was filed as active; inconclusive = small, poorly fitted or top-dose-only effect, or effect the other way, or a change in a side signal; inactive = no such curve, though single readings can be large or run the other way; the % refers to the signal ratio; also: % is scaled to controls: 0 for no effect and ±100 for the full control effect
Target sequence (Q9NR56 whole entry, looked up): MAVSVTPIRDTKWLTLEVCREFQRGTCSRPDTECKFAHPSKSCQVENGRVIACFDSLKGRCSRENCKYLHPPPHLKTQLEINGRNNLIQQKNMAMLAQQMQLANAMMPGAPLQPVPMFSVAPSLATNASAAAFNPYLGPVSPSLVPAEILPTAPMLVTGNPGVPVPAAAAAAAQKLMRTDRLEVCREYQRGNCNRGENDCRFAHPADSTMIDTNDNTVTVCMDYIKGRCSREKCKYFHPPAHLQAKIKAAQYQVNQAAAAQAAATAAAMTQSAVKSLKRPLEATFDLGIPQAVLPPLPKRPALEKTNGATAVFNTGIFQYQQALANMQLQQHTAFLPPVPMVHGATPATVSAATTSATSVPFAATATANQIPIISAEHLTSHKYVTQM
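Compounds (final 92 nM to 58 uM) are added to His-tagged MBNL1 and biotin-(CUG)12, then terbium anti-His antibody and streptavidin-XL665 (5 nM final). After 60 min at room temperature, the 665/545 nm ratio is read.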
Gal4-VP16 FLuc = Gal4-VP16 reporter inhibition counter-screen; Drosophila S2 Gal4-VP16 UAS-luciferase, luminescence, 20 h; Potency, µM (titrated, usually from 53.6 µM), for the others: at the top dose activity, negative = inhibition, actives largely listed as inhibitors; 3.5% of 310,000 active; AID 2546;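 also: Gal4-VP16 expression switched on by copper sulfate through the metallothionein promoter; % is scaled to controls: 0 for no effect and ±100 for the full control effect; nearly all actives have a fitted effect of over 50% in size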
NPC1 promoter act = NPC1 promoter activation; Huh7 NPC1 promoter luciferase reporter, 24 h; Potency, µM (top dose mostly 9.22 µM), inactives show top-dose activation, actives largely listed as activators; 2.4% of 320,000 active; AID 485313;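 also: % of control where 0% means no effect; nearly all actives have a fitted effect of over 60% in size; reporter is driven by a mutant NPC1 promoter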
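Quantitative HTS used a cell-based reporter: Huh7 cells stably bearing the NPC1 promoter upstream of luciferase were treated with compounds for 24 h, and promoter activation was read as luminescence.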
p53 reactivator = re-activators of mutant p53; H1299 p53-A138V BP100-luciferase reporter, luminescence, 24 h; Potency, µM (top dose mostly 92.2 µM), without a hit: at the top dose activity change, positive = activation, most hits filed as activators; 0.063% of 320,000 active; also: % of control where 0% means no effect; nearly all actives have a fitted effect of over 45% in size
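H1299 (p53-null), stable ts p53-A138V + BP100-Luc; 1000 cells/well, Opti-MEM/10% FBS; cpd 4 pt, 1:5; 24 h, 37 deg C, 5% CO2; detection reagent 10 min RT; luminescence.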
BRCA1 expr act = activators of BRCA1 expression | MCF7-BRCA1-FFLuc reporter, luminescence, 48 h; response scale: scaled: vehicle 0%, 10 µM genistein 100% | Potency, µM (titrated, usually from 46.1 µM), without a hit: at the highest dose activation, most hits filed as activators | 1.1% of 380,000 active; also: nearly all actives have a fitted effect of over 80% in size; some results filed as inactive show a strong effect at the top dose
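First, MCF7-BRCA1-FFLuc cells (2000/well) attach for 2 h; next, compounds are pin-added and incubated 48 h at 37 °C; finally, luciferase reagent is added and luminescence read after 15 min.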
FLuc counter = firefly luciferase modulation, counter-screen for miR-21 project | P08659 | 6.9% of 360,000 active | purified FLuc, Km substrates, luminescence inhibition | Potency, µM (series often up to 57.5 µM), for the others: at the highest dose activity change, negative = inhibition, hits mostly inhibitors | AID 588342;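 also: plate controls were vehicle for no effect and reference inhibitor for full effect; nearly all actives have a fitted effect of over 55% in size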
Target sequence (P08659 whole entry, looked up): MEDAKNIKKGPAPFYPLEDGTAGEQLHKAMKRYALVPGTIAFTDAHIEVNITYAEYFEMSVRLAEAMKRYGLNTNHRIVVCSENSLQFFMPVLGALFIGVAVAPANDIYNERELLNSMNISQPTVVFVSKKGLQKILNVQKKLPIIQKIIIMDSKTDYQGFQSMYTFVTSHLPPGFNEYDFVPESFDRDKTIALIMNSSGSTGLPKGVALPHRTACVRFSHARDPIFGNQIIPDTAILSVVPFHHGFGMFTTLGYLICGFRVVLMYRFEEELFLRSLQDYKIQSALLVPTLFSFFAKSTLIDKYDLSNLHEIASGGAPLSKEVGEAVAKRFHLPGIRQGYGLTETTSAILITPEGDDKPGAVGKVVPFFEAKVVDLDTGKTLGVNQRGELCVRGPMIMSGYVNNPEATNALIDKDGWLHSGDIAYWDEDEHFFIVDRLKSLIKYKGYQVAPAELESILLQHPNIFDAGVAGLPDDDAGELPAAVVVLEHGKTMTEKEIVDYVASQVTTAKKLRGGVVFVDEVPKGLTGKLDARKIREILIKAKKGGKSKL
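Purified P. pyralis luciferase (10nM final) with 10uM D-luciferin and 10uM ATP (Km levels) in 50mM Tris acetate pH 7.5, 10mM Mg acetate, 0.01% Tween-20, 0.05% BSA; qHTS 6-point titration, ~60 µM downward; luminescence read.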
ELG1 genotox = inducers of genotoxicity in HEK293T ELG1-luciferase cells | HEK293T ELG1-luciferase reporter, luminescence, 16 h | Potency, µM (titrated, usually from 46 µM), without a hit: at the highest dose activity change, positive = activation, usual class: activators | 1.3% of 330,000 active | AID 504466; also: % of control where 0% means no effect; nearly all actives have a fitted effect of over 60% in size
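16 hr compound incubation (37 °C, 5% CO2) of HEK293T cells carrying luciferase-tagged ELG1; luciferase then measured by ONE-Glo luminescence after 30 min at RT.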
CXXC DNA block = blocks binding of human MLL CXXC domain to DNA; Potency, µM (titrated, usually from 115 µM), inactives show at the top dose activity change, negative = inhibition, most hits filed as inhibitors; 0.037% of 290,000 active; Q03164; MLL-CXXC / FITC-HOXA9 DNA fluorescence polarization; active = well fitted inhibition curve with a large enough effect in the polarisation, with a control signal flat, not every such curve was filed as active; inconclusive = small, poorly fitted or top-dose-only effect, or effect the other way, or a change in a side signal; inactive = no such curve, though single readings can be large or run the other way; the % refers to the polarisation
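Steps: dispense CXXC domain solution (7 uM) → pin compounds or unlabeled HOX-A9 DNA control → 5 min ambient → add FLSN-HOX-A9 solution (50 nM) → spin → 30 min ambient → fluorescence polarization. Tris pH 7.5/NaCl/DTT/BSA buffer.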
An asterisk follows results filed as active; ? = inconclusive; . = no result given; [ ] = another dose, or the depositor's remark. Unless noted, calls follow the shape of the dose curve; as a rule, active = well fitted curve in the direction sought with a large enough effect; inconclusive = small, poorly fitted or top-dose-only effect, or another doubt; inactive = no such curve, though single readings can be large; an effect the other way counts as inactive or inconclusive. Potency is read from the fitted curve at half-maximal effect. A portion of the library; count on the stated rates, not on these rows.

Results follow in this order: BRCA1 expr act, NPC1 promoter act, ELG1 genotox, Rab9 promoter act, CXXC DNA block, RORgamma inh, uPA generation, p53 reactivator, Gal4-VP16 FLuc, FLuc counter, MBNL1-CUG inh
CC1CCCN(c2nc3nonc3nc2N2CCCC(C)C2)C1 (stereo not given)
 : -15.8%, -5.5%, -0.9%, -3.6%, 0.8%, ?, -0.1%, -5.3%, -5.7%, 7.1%, 6.7%
CCOC(=O)c1sc(NC(=O)Nc2ccccc2F)nc1C
 : -32.8%, ?, 0.259µM*, 0.447µM*, 2.8%, 7.94µM*, -6.0%, 22.5%, 8.91µM*, 0.169µM*, -1.2%
COc1ccc(-c2nnc(SCC(=O)NCc3ccco3)n2C)cc1
 : 60.2%, 0.1%, 3.8%, -3.4%, 17.8%, -24.0%, ., -0.3%, -4.0%, 5.2%, 2.2%
O=C(NC(C(=O)c1ccccc1)N1CCOCC1)c1cccs1 (stereo not given)
 : 66.3%, 28.6%, 13.5%, 24.0%, -6.7%, -20.0%, -13.6%, ?, ?, 1.0%, -4.4%
CCOc1ccc2ccccc2c1C1NC(=S)N(C)C(C)=C1C(=O)OC (stereo not given)
 : -9.2%, -6.2%, -3.2%, 0.3%, 1.1%, -3.6%, -1.1%, 2.8%, -5.7%, -1.6%, 9.0%
CCN(CC)C1=CC2=CC(=C(C#N)C#N)CCC2CC1 (stereo not given)
 : -20.9%, -3.4%, 2.4%, -2.4%, ?, -5.2%, -0.7%, -5.4%, -13.3%, 3.1%, ?
O=C(Cc1cccs1)Nc1ccc(NC(=O)c2ccco2)cc1
 : ?, ., ., ., 1.9%, 17.3%, 3.6%, ., 19.9%, ?, 5.0%
O=C(NCc1cccnc1)c1cc2ccccc2oc1=O
 : 3.4%, -0.3%, 2.8%, 1.6%, -6.7%, 21.7%, ., 6.4%, -22.7%, -0.4%, ?
COc1ccccc1NC(=O)Cn1c(C)cc(=O)c2cccc(OC)c21
 : -38.0%, -15.2%, -6.4%, -23.0%, 41.5%[activator], -32.9%, -8.8%, 6.2%, 28.2µM*, -0.1%, -5.1%
COc1ccc(CCNC(=O)C(=O)NCCOc2ccccc2)cc1OC
 : -18.1%, 0.2%, -0.7%, -4.4%, 23.7%, 24.2%, -2.8%, -1.8%, -2.0%, 2.1%, -0.9%
CC(C)CCNC(=O)CN(C(=O)CCC(=O)Nc1ccccn1)c1ccc2c(c1)OCCO2
 : 0.7%, -0.5%, ?, 0.3%, -5.0%, -11.0%, 2.2%, 1.0%, 11.6%, -0.8%, -4.5%
CC1CCc2ccccc2N1C(=N)N(C)C (stereo not given)
 : 1.1%, -1.5%, 0.2%, -2.4%, -7.2%, 0.5%, 3.6%, -6.1%, -3.9%, 0.6%, -8.8%
Cc1cc(C)cc(OC(C)C(=O)NCCCn2ccnc2)c1 (stereo not given)
 : -18.8%, 2.8%, -2.1%, 0.6%, 3.0%, -19.4%, -2.6%, -1.4%, -7.6%, -2.0%, -2.0%
CN(C(=O)c1sc2nc(N3CCCC3)c3c(c2c1N)CC(C)(C)OC3)c1ccccc1
 : -61.9%, -2.3%, 0.1%, -6.4%, -9.3%, 6.2%, -6.3%, 0.6%, 7.6%, -1.5%, 34.5%[activator]
Cc1ccc(C)c(S(=O)(=O)N2CCC(c3nc4c(nnn4Cc4ccc5c(c4)OCCO5)c(=O)[nH]3)CC2)c1
 : -41.8%, -5.0%, -5.6%, -0.7%, 19.7%, ?, -25.9%, 0.3%, -9.6%, 0.0%, 2.2%
C=CCn1c(SC2CCOC2=O)nc2scc(C3CC3)c2c1=O (stereo not given)
 : -8.9%, 0.2%, -1.3%, 2.6%, -2.6%, 12.0%, 3.9%, 2.0%, 4.8%, 1.5%, -7.3%
O=C(NCCCn1ccnc1)Nc1ccc(Cl)c(Cl)c1
 : 5.6%[1.84 µM], 2.6%, -3.0%, -2.0%, 10.7%, 18.0%, -1.1%, -3.6%, -1.4%, -3.4%, -5.1%
Cc1ccc(NC(=O)COc2ccc(S(=O)(=O)N3CCOCC3)cc2)cc1
 : 4.2%, -1.7%, -2.0%, -7.1%, -3.6%, -7.0%, ., -3.8%, -4.4%, 0.9%, -0.1%
O=C(CCS(=O)(=O)c1ccccc1)Nc1ccccc1-c1nc2ccccc2s1
 : -13.0%, -0.4%, 8.7%, 5.1%, -3.0%, -27.8%, 5.1%, ?, -6.2%, 1.0%, 6.4%
Cc1ccccc1C(=O)NC1CC2CCCC(C1)N2Cc1ccccc1 (stereo not given)
 : -4.7%, -4.9%, -1.0%, 4.4%, 6.8%, 8.3%, 10.6%, 2.5%, -4.0%, 0.0%, -1.3%
CC1CC(C)CN(CCCNC(=O)C2CCCN(c3nnc(N4CCCC4=O)s3)C2)C1 (stereo not given)
 : 7.0%, -4.1%, -0.6%, 0.4%, -3.8%, 0.6%, 5.2%, -2.5%, -6.3%, 1.4%, 11.5%
Cc1cccc(/C=N/NC(=O)c2ccc(NC(=O)c3ccccc3C)cc2)n1
 : 4.3%, -2.4%, 0.0%, -6.2%, 4.6%, -22.1%, 0.4%, 0.0%, 9.3%, ?, -0.5%
Cc1ccc(N(C(=O)Cc2cccs2)C2C=CS(=O)(=O)C2)cc1Cl (stereo not given)
 : -8.0%, -0.3%, 1.4%, -5.4%, -8.1%, 7.3%, 0.9%, -1.8%, -15.0%, 0.3%, 1.8%
COc1ccc(C2NCCO2)cc1OC (stereo not given)
 : 8.9%, 1.8%, -0.6%, 1.6%, 0.3%, 1.8%, 2.1%, -0.1%, 2.6%, -0.3%, -6.5%
Cc1ccc(S(=O)(=O)Nc2ccc(S(=O)(=O)N3CCCC3)cc2)cc1
 : -11.2%, 7.9%, -5.7%, -0.8%, -8.7%, 28.6%, -0.3%, -2.9%, -4.9%, 0.3%, -3.4%
COC(=O)c1cc(OC)c(OC)cc1NC(=O)CC1CCCCC1
 : -35.2%, -0.6%, 0.8%, -3.2%, 1.5%, 27.1%, 5.6%, 1.9%, 0.6%, -2.0%, -3.5%
CCOc1cc(CNC(C)(C)C)ccc1OCC(=O)Nc1cccc(C(F)(F)F)c1
 : -38.2%, -4.0%, -2.5%, -0.2%, 6.3%, 6.8%, -5.6%, -1.2%, -8.0%, -0.6%, 3.4%
CCn1c(O)c(N=NC2=NC(=O)CS2)c2ccccc21
 : -0.1%, 1.6%, 6.9%, -3.8%, -7.7%, 10µM*, 1.9%, -2.8%, ?, -5.1%, ?
NC(=O)CC(NC(=O)Cc1ccc(Br)cc1)c1ccc(N2CCC(Br)CC2)c([N+](=O)[O-])c1 (stereo not given)
 : -16.9%, -1.6%, -0.2%, 0.3%, -13.9%, -41.4%, ?, 5.9%, ?, 0.9%, -1.7%
CCCCCOC(=O)NC1CCS(=O)(=O)C1 (stereo not given)
 : -3.1%, -6.6%, 17.4%, -5.0%, 9.2%, -9.1%, 8.8%, 0.0%, 2.7%[10 µM], -0.8%, -4.3%
O=c1[nH]c2ccc(S(=O)(=O)N3CCC(Cc4ccccc4)CC3)cc2o1
 : -15.3%, -4.0%, 0.5%, 6.2%, ?, 22.0%, 2.0%, 6.9%, 2.3%, -1.0%, -16.9%
Cc1cc(N2CCN(C)CC2)nc2ccc(NC(=S)N3CCCCC3)cc12
 : -4.8%, 8.2%, 1.8%, 6.8%, 0.3%, -10.7%, 4.1%, 20.4%, 3.7%, -6.3%, -1.9%
O=C(Cc1ccccc1)Nc1ccc(N2CCOCC2)cc1
 : 111.5%, 21.9%, ?, 12.6%, 0.6%, 19.3%, -3.1%, -6.7%, -14.2%, ?, 1.5%
Cc1nnc(SCC(=O)Nc2c(Cl)cccc2Cl)n(N)c1=O
 : 0.8%, 0.1%, 1.1%, -1.8%, ., ., -0.7%, 3.9%, ., 0.5%, .
Cn1c2c(c3ccccc31)CCN1CCC[C@]21c1ccccc1
 : -10.2%, -9.1%, -6.0%, -7.0%, ?, 5.8%, -23.3%, -3.4%, 9.2%, 0.2%, -2.8%
CCN(CC)S(=O)(=O)c1cc([N+](=O)[O-])ccc1NNC(=O)Nc1ccccc1
 : 17.3%, 15.6%, -2.4%, 5.3%, -9.3%, ?, 2.8%, 2.4%, 22.3%, -2.5%, ?
